Chronic BCR inh = inhibitors of chronic active B-cell receptor signaling; ABC-DLBCL IkBa-CBG/CBR reporter, luminescence ratio, 4 h; Potency, µM (titrated, usually from 46.1 µM), inactives show at the highest dose ratio change, negative = lower green/red ratio, usual class: inhibitors; 0.05% of 340,000 active; AID 493014; active = well fitted inhibition curve with a large enough effect in the signal ratio, with a control signal flat, not every such curve was filed as active; inconclusive = small, poorly fitted or top-dose-only effect, or effect the other way, or a change in a side signal; the % refers to the signal ratio;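 also: potency is read from the fitted curve at half-maximal effect; plate controls were basal doxycycline-induced cells for no effect and cells given 10 µM MG132 for full effect; MG132 reads +100%, hits lower the ratio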
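Concentration-response series (up to 46 uM) were applied to TMD8 dual-reporter cells for 4 h at 37C with doxycycline. Green/red ratio, after filter-overlap correction, defined %Activity; red signal alone was normalised to basal cells and zero luminescence.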
S-ASM inh = human S-ASM enzyme inhibition; Potency, µM (titrated, usually from 57.5 µM), inactives show at the highest dose activity change, negative = inhibition, usual class: inhibitors; 0.006% of 340,000 active; placental ASM, HMU-PC fluorogenic substrate, 60 min; P17405; also: potency is read from the fitted curve at half-maximal effect
Target sequence (P17405 47-631 limits assumed): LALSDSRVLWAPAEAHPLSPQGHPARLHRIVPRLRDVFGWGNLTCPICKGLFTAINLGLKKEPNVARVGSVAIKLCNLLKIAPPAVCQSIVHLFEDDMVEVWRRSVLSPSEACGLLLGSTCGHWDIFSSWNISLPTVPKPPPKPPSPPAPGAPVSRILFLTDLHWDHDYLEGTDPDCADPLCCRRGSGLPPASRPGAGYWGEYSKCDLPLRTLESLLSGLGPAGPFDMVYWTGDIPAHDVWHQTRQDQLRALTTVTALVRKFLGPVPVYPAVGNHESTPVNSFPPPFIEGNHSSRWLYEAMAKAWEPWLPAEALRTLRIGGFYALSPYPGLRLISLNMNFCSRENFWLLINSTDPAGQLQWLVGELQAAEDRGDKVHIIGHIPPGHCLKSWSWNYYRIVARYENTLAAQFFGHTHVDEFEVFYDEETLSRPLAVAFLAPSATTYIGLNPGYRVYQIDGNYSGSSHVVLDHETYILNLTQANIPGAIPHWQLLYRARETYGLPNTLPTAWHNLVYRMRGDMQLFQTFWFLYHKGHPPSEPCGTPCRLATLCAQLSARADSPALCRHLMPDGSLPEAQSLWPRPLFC
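Human placenta-derived ASM preincubated with compound 10 min at room temperature, then reacted with 9 uM (final) fluorogenic HMU-PC substrate for 60 min at 37 C. Stop solution raises pH to 10; fluorescence read at Ex 386/Em 447 nm.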
Tb PFK inh = inhibitors of T. brucei phosphofructokinase; O15648; T. brucei PFK, ADP-Glo luminescence; Potency, µM (top dose mostly 57.5 µM), for the others: at the top dose activity, negative = inhibition, actives largely listed as inhibitors; 0.17% of 330,000 active;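 also: potency is read from the fitted curve at half-maximal effect; 0% = uninhibited 1x PFK enzyme wells and -100% = no-enzyme wells; nearly all actives have a fitted effect of over 60% in size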
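PFK 1.25 nM, F6P 0.5 mM, ATP 0.1 mM, 0.1 M TEA pH 8.0, 5 mM MgCl2, 0.01% Tween20, 0.1% BSA; 45 min RT. ADP-Glo readout. qHTS titration up to 57 uM; curves fitted, compounds curve-classed.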
ELG1 DNA repair = inhibitors of ELG1-dependent DNA repair in HEK293T cells. 2.3% of 330,000 active. HEK293T ELG1-luciferase reporter, luminescence, 16 h; DNA damage induced by 5-fluorouridine. Potency, µM (highest dose often 46.1 µM), for inactives: at the highest dose activity change, negative = inhibition, usual class: inhibitors; also: potency is read from the fitted curve at half-maximal effect; % is scaled to controls: 0 for no effect and ±100 for the full control effect; nearly all actives have a fitted effect of over 55% in size
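DMSO vehicle served as the neutral condition. Each well held 2,000 cells given 5-fluorouridine plus compound; after 16 hr at 37 °C/5% CO2, ONE-Glo was added and luciferase measured 30 min later.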
TSHR antag = blocks TSH signaling through the human TSH receptor | TSHR-expressing cells, TSH-stimulated cAMP HTRF, 2 h; active compounds read low | activity change, negative = inhibition, % at 11.5 µM | 0.2% of 330,000 active | P16473;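 active = activity change below a set negative limit, meaning inhibition stronger than a set level, cut at about -70% in these data; inconclusive = activity change between two set negative limits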; also: % is scaled to controls: 0 for no effect and ±100 for the full control effect
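Cell-based HTRF cAMP assay; TSHR cells + compound, TSH EC80 (4nM final), 2 h, 37 deg C. Lysis with anti-cAMP cryptate and cAMP-d2, 30 min RT, read 665/620 nm.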
Integrin act MD = activators of alpha7 integrin expression for muscular dystrophy; alpha7betagal myoblasts, beta-gal FDG fluorescence, 48 h; Potency, µM (titrated, usually from 38.3 µM), for the others: top-dose activation, hits mostly activators; 0.064% of 350,000 active; AID 624291;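 also: potency is read from the fitted curve at half-maximal effect; 100% = response of the positive control SU9516; nearly all actives have a fitted effect of over 60% in size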
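alpha7betagal+/- myoblasts (passage 13, 250/well) treated 48 h at 37C with compounds at 1:260 dilution of DMSO stock. Lysed, then beta-galactosidase activity read as FDG fluorescence (ex 480/em 540) after 30 min, with pre-read for autofluorescence.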
AT treatment = candidate therapy for ataxia-telangiectasia. […] A-T fibroblasts, KAP-1 phosphorylation AlphaLISA; neocarzinostatin DNA damage 30 min before lysis. Potency, µM (series often up to 57.5 µM), inactives show at the top dose activation, most hits filed as activators. 0.19% of 320,000 active; also: potency is read from the fitted curve at half-maximal effect; % of control where 0% means no effect; nearly all actives have a fitted effect of over 45% in size
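ATM-like activity read as KAP-1 phosphorylation via AlphaLISA donor/acceptor antibody pairs after lysis and 6 hr at 25C. Cells were ATM-null patient fibroblasts ([…], hTERT), dosed 60 min, then exposed to the DSB inducer NCS for 30 min.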
TCR act = activators of T cell receptors. Potency, µM (doses to about 9.22 µM), inactives show at the top dose activation of IL-2 secretion, most hits filed as activators. 330,000 tested, under 10 active. primary human leukocytes, anti-CD3, IL-2 HTRF, 48 h; also: % of control where 0% means no effect
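1) Mix primary human leukocytes, a-CD3 beads and compound. 2) Incubate 48 hr. 3) Add HTRF IL-2 reagents (a-IL-2-K, a-IL-2-d2).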
Mito fusion yeast = blocks mitochondrial division or promotes mitochondrial fusion; S. cerevisiae fusion-defective mutant growth rescue, CellTiterGlo 48 h; Potency, µM (doses to about 46.1 µM), for the others: at the top dose growth rescue (activation), actives largely listed as activators; 0.23% of 320,000 active;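 also: potency is read from the fitted curve at half-maximal effect; % of control where 0% means no effect; nearly all actives have a fitted effect of over 45% in size; temperature-sensitive fusion mutants such as fzo1-1 at 37 °C on non-fermentable ethanol glycerol medium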
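S. cerevisiae fusion-defective temperature-sensitive mutants (e.g. fzo1-1, mgm1-5) grown 48 h at 37C in YPEG (ethanol/glycerol non-fermentable) medium with 23 nl compound per well; growth rescue read as CellTiterGlo luminescence.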
TSG101-PTAP inh = blocks PTAP/TSG101 interaction to inhibit HIV-1 budding; Q99816; Fluorescence polarization, FITC-PTAP peptide / Tsg101 binding; Potency, µM (top dose mostly 115 µM), for the others: top-dose activity change, negative = inhibition, usual class: inhibitors; 340,000 tested, under 10 active; AID 493005; active = well fitted inhibition curve with a large enough effect in the main read-out, with a control signal flat, not every such curve was filed as active; inconclusive = small, poorly fitted or top-dose-only effect, or effect the other way, or a change in a side signal; inactive = no such curve, though single readings can be large or run the other way; also: potency is read from the fitted curve at half-maximal effect; % of control where 0% means no effect
Target sequence (Q99816 whole entry, looked up): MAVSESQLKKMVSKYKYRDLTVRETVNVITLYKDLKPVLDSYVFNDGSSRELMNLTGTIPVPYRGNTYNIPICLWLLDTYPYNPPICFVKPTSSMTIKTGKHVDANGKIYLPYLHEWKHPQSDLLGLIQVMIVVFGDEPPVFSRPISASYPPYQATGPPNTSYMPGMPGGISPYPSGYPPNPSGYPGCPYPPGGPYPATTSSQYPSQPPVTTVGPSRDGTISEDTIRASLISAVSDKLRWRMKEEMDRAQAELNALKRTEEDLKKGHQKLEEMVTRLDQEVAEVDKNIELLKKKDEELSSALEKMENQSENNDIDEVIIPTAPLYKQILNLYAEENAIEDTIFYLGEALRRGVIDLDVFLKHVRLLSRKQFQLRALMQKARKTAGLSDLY
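Compounds were pin-transferred onto Tsg101 binding domain (10 uM final) in HEPES pH 7.5 buffer, then FITC-PTAP peptide was added at 50 nM final. After 20 min at RT, polarization reported peptide displacement across a qHTS concentration series.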
Eya2 inh = blocks the phosphatase activity of human Eya2; O00167; recombinant Eya2, OMFP fluorescence dephosphorylation (OMFP is methylfluorescein phosphate); Potency, µM (titrated, usually from 76.9 µM), for inactives: top-dose activity, negative = inhibition, hits mostly inhibitors; 0.006% of 330,000 active; AID 488837; also: potency is read from the fitted curve at half-maximal effect; % is scaled to controls: 0 for no effect and ±100 for the full control effect
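Eya2 protein (added as 0.2 uM solution) was preincubated with compound for 10 min at ambient temperature in 50 mM HEPES pH 7.5, 50 mM NaCl, 5 uM MgCl2, 0.05% BSA, 1 mM DTT. OMFP (added at 50 uM) then reacted 10 min; fluorescence read at 485/525 nm.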
Numbers without * were called inactive; ? = inconclusive; nt = not tested or not shown; & = joins results of further samples; [ ] = remark or other dose. Unless noted, calls follow the shape of the dose curve; as a rule, active = well fitted curve in the direction sought with a large enough effect; inconclusive = small, poorly fitted or top-dose-only effect, or another doubt; inactive = no such curve, though single readings can be large; an effect the other way counts as inactive or inconclusive. No enrichment for hits; any-hit rate near 3.2%.

1	CC(C)CC(=O)N1CCC(O)(CS(=O)(=O)Cc2ccc(Cl)cc2)CC1
2	OC1(Cc2ccccc2)CCNCC1
3	O=C(C(=O)N1CCc2ccccc2C1)c1cn(CC(=O)N2CCCCC2)c2ccccc12
4	COc1cccc(NC(=O)c2ccc(NC(=O)C3CC(=O)OC34CCCCC4)cc2)c1 (configuration not stated)
5	CCCCNS(=O)(=O)c1ccc(S(=O)(=O)NCc2ccncc2)cc1
6	Cn1c(N)c(C(=O)COC(=O)c2ccc([N+](=O)[O-])o2)c(=O)n(C)c1=O
7	COc1ccc(CN2CC(=O)N(c3cc(Cl)ccc3C)C2=S)cc1OC
8	COc1cc2c3nnc(-c4ccc(F)cc4)c-3cn(Cc3ccc(C)cc3)c2cc1OC

assay / entry | 1 | 2 | 3 | 4 | 5 | 6 | 7 | 8
Chronic BCR inh | 4% | 0%&2% | 0% | ? | -2% | ? | -10% | 3%
S-ASM inh | -1% | -2% | -1% | -18% | 4% | 5% | 2% | 43%
Tb PFK inh | 1% | 1%&2% | -2% | -3% | -2% | 1% | -3% | -14%
ELG1 DNA repair | -6% | 1%&6% | -6% | 7% | ? | -8% | ? | 15%
TSHR antag | 8 | -10&0 | 13 | 10 | -18 | 12 | -11 | 14
Integrin act MD | -12% | -7% | 1% | 16% | -42% | -48%[inhibitor] | 3% | -12%
AT treatment | 1% | 0%&45% | 5% | -2% | nt | 1% | -12% | ?
TCR act | 4% | -4% | -2%[46.1 µM] | 1% | 7%[46.1 µM] | 8% | 5% | 3%
Mito fusion yeast | 1% | -4%&-4% | -8% | -2% | 1% | -3% | 11% | -5%
TSG101-PTAP inh | -6% | 0% | -1% | 0% | 0% | -3% | 1% | ?
Eya2 inh | 6% | 9%&3% | 5% | 7% | 3% | 3% | 0% | 26%

9	CCC(C)(C)NC(=O)C(c1ccccc1)N(Cc1cccnc1)C(=O)c1csnn1 (configuration not stated)
10	Cc1cccc(OCCC(=O)NCC(=O)Nc2cccc(C)c2C)c1
11	O=C(Cc1ccccc1F)N1CCN(S(=O)(=O)c2ccc(Cl)cc2)CC1
12	CCOc1cc(/C=N/Nc2ncc(C)c(=O)[nH]2)ccc1O
13	Cn1c(=O)c2c(nc(NC3CCCCC3)n2CC(=O)C23CC4CC(CC(C4)C2)C3)n(C)c1=O
14	CC(OC(=O)c1cccc(S(=O)(=O)N2CCOCC2)c1)C(=O)NC1CCCCC1C (configuration not stated)
15	Cc1cc([N+](=O)[O-])nn1CC(=O)NNC(=S)Nc1ccc([N+](=O)[O-])cc1
16	CCC12CN3CC(CC)(CN(C1)C3c1ccccc1Cl)C2O (configuration not stated)

assay / entry | 9 | 10 | 11 | 12 | 13 | 14 | 15 | 16
Chronic BCR inh | -2% | -4% | 0% | 0% | 3% | ? | 3% | 3%
S-ASM inh | -1% | 0% | 3% | 11% | -19% | 1% | -6% | 0%
Tb PFK inh | -1% | 2% | -2% | -2% | -3% | 16% | 4% | -3%
ELG1 DNA repair | 11% | ? | -1% | ? | 7.3µM* | 3% | 8% | -2%
TSHR antag | -7 | 0 | -16 | 36 | -3 | 6 | 1 | 4
Integrin act MD | -5% | 9% | ? | -21% | -46%[inhibitor] | -41% | -5% | 25%
AT treatment | nt | 14% | 1% | -4% | -10% | 14% | 1% | 7%
TCR act | 0%[46.1 µM] | 4%[46.1 µM] | -103% | 2% | 1%[46.1 µM] | -24% | 7% | 0%
Mito fusion yeast | -2% | -20% | 2% | -2% | 5% | 2% | -1% | -3%
TSG101-PTAP inh | -1% | -5% | -1% | -6% | -6% | -1% | -9% | 3%
Eya2 inh | 2% | -2% | 9% | ? | 0% | 8% | 0% | -6%

17	CN1C(=O)C2CN(CCc3ccccc3)CNC2N(C)C1=O (configuration not stated)
18	COc1cc2c(cc1OC)C(C)N(C(=O)c1cccc([N+](=O)[O-])c1)CC2 (configuration not stated)
19	CC(C)C(NS(=O)(=O)c1ccccc1F)C(=O)N1CCc2ccccc2C1 (configuration not stated)
20	O=C(NC(=S)NC(CO)Cc1ccccc1)c1ccc(F)cc1 (configuration not stated)
21	Cc1ccc(NC(=O)CN(C)C(=O)c2ccc(Cl)nc2)cc1
22	Cc1ccc2c(c1)NCC(C(=O)NC1CCC(C)CC1)O2 (configuration not stated)
23	Cc1c(C)c2ccc(OCC(=O)N3CCC(C(=O)O)CC3)c(C)c2oc1=O
24	Cc1cc(NC(=O)C(C)SCC(=O)N(C)CC(=O)Nc2ccccc2Br)no1 (configuration not stated)

assay / entry | 17 | 18 | 19 | 20 | 21 | 22 | 23 | 24
Chronic BCR inh | -1% | -8% | -5% | ? | 0% | 3% | ? | -1%
S-ASM inh | 3% | 1% | 0% | -3% | -2% | 6% | 6% | 1%
Tb PFK inh | 0% | -1% | 1% | -2% | -1% | -7% | 0% | -2%
ELG1 DNA repair | 6% | 18µM* | -9% | ? | 4% | ? | ? | 15%
TSHR antag | -7 | 0 | -5 | 14 | 3 | -1 | -8 | 27
Integrin act MD | -16% | -20% | 16% | 8% | 21% | -10% | -18% | -13%
AT treatment | 4% | -4% | 1% | -3% | 6% | -6% | 3% | 1%
TCR act | -5% | -2% | 3% | 1% | 1% | -1% | 5% | -6%
Mito fusion yeast | 1% | 2% | 9% | 2% | -3% | 2% | 1% | -4%
TSG101-PTAP inh | -7% | 0% | 1% | -3% | 0% | -2% | -1% | -2%
Eya2 inh | 0% | -7% | -14% | 7% | -27% | -8% | 7% | 26%

Just Eya2 inh, Chronic BCR inh and Mito fusion yeast, for some of the entries so far:
#	SMILES	Eya2 inh	Chronic BCR inh	Mito fusion yeast
8	COc1cc2c3nnc(-c4ccc(F)cc4)c-3cn(Cc3ccc(C)cc3)c2cc1OC	26%	3%	-5%
2	OC1(Cc2ccccc2)CCNCC1	9%&3%	0%&2%	-4%&-4%
20	O=C(NC(=S)NC(CO)Cc1ccccc1)c1ccc(F)cc1 (configuration not stated)	7%	?	2%
16	CCC12CN3CC(CC)(CN(C1)C3c1ccccc1Cl)C2O (configuration not stated)	-6%	3%	-3%

(continued)
25	Cc1nnc2n(Cc3ccccc3)c(=O)c3c4c(sc3n12)COC(C(C)C)C4 (configuration not stated)
26	O=C(O)CCC(NC(=S)Nc1ccccc1)C(=O)O (configuration not stated)
27	COc1ccc(CC(=O)Nc2ccc(S(=O)(=O)Nc3ncccn3)cc2)cc1OC
28	O=C(NC1CCCc2c1cnn2-c1ccc(F)cc1F)c1cnccn1 (configuration not stated)
29	Cc1cc(C)cc(NC(=O)C(OC(=O)c2cccs2)c2ccccc2)c1 (configuration not stated)
30	Cc1cc(NS(=O)(=O)c2ccc(NC(=O)C(C)N3C(=O)c4ccccc4C3=O)cc2)nc(C)n1 (configuration not stated)
31	c1ccc(-c2ccccc2-c2nc(-c3cccnc3)no2)cc1

assay / entry | 25 | 26 | 27 | 28 | 29 | 30 | 31
Chronic BCR inh | -3% | -17% | 1% | ? | 9% | -2% | 11%
S-ASM inh | -20% | -2% | 7% | 3% | -1% | 2% | -8%
Tb PFK inh | -2% | 2% | 1% | 1% | 0% | -5% | 0%
ELG1 DNA repair | 5% | 11% | -1% | ? | 1% | 4% | -8%
TSHR antag | -10 | 21 | -2 | -12 | 5 | -7 | -5
Integrin act MD | 14% | 17% | 5% | -9% | 6% | 23% | 26%
AT treatment | 3% | -5% | 1% | -8% | 1% | 5% | 5%
TCR act | -5% | -7% | -4% | 2% | 1%[46.1 µM] | 3% | -4%
Mito fusion yeast | 0% | -1% | -9% | 2% | 23% | -4% | 22%
TSG101-PTAP inh | 0% | -6% | -11% | -1% | 2% | -8% | -4%
Eya2 inh | 1% | -1% | -1% | 6% | -3% | 15% | -6%

Compound activity (PubChem)
